High-throughput results deposited in PubChem BioAssay by National Center for Advancing Translational Sciences (NCATS).
KAT2A inh: inhibitors of human GCN5L2 histone acetyltransferase; Q92830; 390,000 tested, 0.21% active; GCN5L2 HAT assay, ThioGlo1 CoA-SH fluorescence; AID 504327; Potency, µM (top dose mostly 58.9 µM), inactives show at the top dose activity change, negative = inhibition, usual class: inhibitors
Target sequence (Q92830 whole entry, looked up): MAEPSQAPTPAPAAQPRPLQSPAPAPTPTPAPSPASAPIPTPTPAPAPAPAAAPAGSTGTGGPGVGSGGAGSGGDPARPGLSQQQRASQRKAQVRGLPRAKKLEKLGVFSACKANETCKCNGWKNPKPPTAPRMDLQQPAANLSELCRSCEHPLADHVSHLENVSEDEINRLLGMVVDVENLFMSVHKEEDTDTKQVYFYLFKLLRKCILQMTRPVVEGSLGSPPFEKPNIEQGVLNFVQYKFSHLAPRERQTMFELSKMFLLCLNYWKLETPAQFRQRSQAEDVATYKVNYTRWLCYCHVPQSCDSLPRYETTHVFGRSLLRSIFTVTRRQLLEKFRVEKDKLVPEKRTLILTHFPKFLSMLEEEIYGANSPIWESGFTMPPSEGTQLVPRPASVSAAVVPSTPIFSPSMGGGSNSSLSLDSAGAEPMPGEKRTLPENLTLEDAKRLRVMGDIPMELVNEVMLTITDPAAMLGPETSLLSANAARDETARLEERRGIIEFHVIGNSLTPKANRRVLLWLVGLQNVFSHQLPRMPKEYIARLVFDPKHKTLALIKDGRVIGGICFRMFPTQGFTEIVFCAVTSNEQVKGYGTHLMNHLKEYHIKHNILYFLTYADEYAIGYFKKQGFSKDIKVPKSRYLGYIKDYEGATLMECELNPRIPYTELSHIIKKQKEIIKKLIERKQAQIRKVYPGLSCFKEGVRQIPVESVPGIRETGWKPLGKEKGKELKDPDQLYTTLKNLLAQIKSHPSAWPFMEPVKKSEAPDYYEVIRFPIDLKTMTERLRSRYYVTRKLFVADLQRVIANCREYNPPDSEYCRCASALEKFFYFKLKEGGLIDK
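qHTS, 1536-well. 20nM enzyme, pH 7.5 HEPES/EDTA/Tween-20 buffer; 15 min compound preinc., RT. Start: 75uM H3(1-25), 70uM AcCoA, 50uM ThioGlo1. Read Ex340/Em540 at t=0 (autofluorescence flag) and t=20 min.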
N370S GC mod: N370S glucocerebrosidase modulation, Gaucher chaperone candidate; P04062; N370S GC spleen homogenate, 4MU-glucoside fluorescence; Potency, µM (titrated, usually from 59.4 µM), for the others: at the highest dose activity change, negative = inhibition, hits mostly inhibitors; 330,000 tested, 0.092% active; AID 2101;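 also: 0% = full enzyme activity and -100% = no enzyme basal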
FEN1 inh: inhibitors of human flap endonuclease 1; 390,000 tested, 0.35% active; P39748; Potency, µM (doses to about 114 µM), without a hit: top-dose activity change, negative = inhibition, hits mostly inhibitors; AID 588795; Recombinant FEN1 flap cleavage, fluorescence, 15 min; also: nearly all actives have a fitted effect of over 65% in size
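Read-out was taken twice, immediately and after 15 min, following addition of 50 nM substrate to 10 nM FEN1 that had sat with test compound for 15 min at room temperature. Curves came from a four-parameter Hill model.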
* hit, by the source's call; ? = inconclusive; . = not tested or not shown; [ ] = remark or other dose. Calls follow the shape of the dose curve; as a rule, active = well fitted curve in the direction sought with a large enough effect; inconclusive = small, poorly fitted or top-dose-only effect, or another doubt; inactive = no such curve, though single readings can be large; an effect the other way counts as inactive or inconclusive. Unless noted, % is scaled to controls: 0 for no effect and ±100 for the full control effect; potency is read from the fitted curve at half-maximal effect.

SMILES	KAT2A inh	N370S GC mod	FEN1 inh
Cc1nc(C)n(C(=O)N(c2ccccc2)c2ccccc2)n1	1%	-3%	10%
CCOC(=O)[C@H]1[C@H]2COc3ccc(Br)cc3[C@@H]2N2C(=O)CN(Cc3ccco3)C(=O)[C@@]12C	2%	.	8%
Cc1cccc(NC(=O)C2CCC(CNC(=O)[C@@H]3Cc4ccccc4CN3)CC2)c1 (stereo partly drawn)	-5%	-10%	-3%
Cc1cc(NC(=O)CCC(=O)N(c2cccnc2)C(C(=O)NC2CCCC2)c2ccccc2)no1 (stereo not drawn)	-1%	-5%	9%
O=C(OCc1c(-c2ccccc2)ncc2ccccc12)c1cccs1	-14%	.	-9%
COc1cccc(C(=O)N(C)CC2CCN(CCc3cccc(C(F)(F)F)c3)CC2)c1	-2%	-11%	-1%
COc1ccccc1CCC(=O)Nc1ccc(C)cc1Cl	1%	10%	12%
S=C(NCCc1ccccc1)NCc1ccccc1Cl	-8%	4%	?
CCC(=O)NC(=S)Nc1ccc(NC(=O)COc2ccc([N+](=O)[O-])cc2)cc1	-3%	-7%	13%
COc1ccccc1N1CCN(C(CNC(=O)c2ccco2)c2cccnc2)CC1 (stereo not drawn)	-3%	0%	21%
CCN(C(=O)COC(=O)c1cc(S(=O)(=O)N(C)C)ccc1Cl)C1CCS(=O)(=O)C1 (stereo not drawn)	0%	-3%	-5%
CCCOc1ccccc1C1C(C(=O)OC)=CN(C(C)C)C=C1C(=O)OC	1%	?	-12%
O=C(Oc1ccccc1)c1cc2ccccc2oc1=O	-11%	0%	3%
COc1ccc(N2C(=O)C3CCCN3C2c2cc(OC)c(OC)cc2OC)cc1 (stereo not drawn)	-8%	2%	-10%
Cc1nn2c(=S)[nH]nc2[nH]c1=O	?	-4%	-6%
CC(=O)N1CCN(c2ccc(NC(=O)c3ccc(Cl)c([N+](=O)[O-])c3)cc2)CC1	1%	-17%	-1%
CCN1CCN(C(=O)C2CCN(S(=O)(=O)c3ccc(SC)cc3)CC2)CC1	-1%	-7%	2%
CC(C)Cn1c(SCC(=O)Nc2cccc(S(N)(=O)=O)c2)nc2ccccc2c1=O	-14%	17%	-16%
Cc1cc(C)n(-c2nc3c(c(=O)[nH]c(=O)n3C)n2CC(O)COc2ccccc2)n1 (stereo not drawn)	1%	-4%	3%
CCOC(=O)C1(CCOc2ccccc2)CCN(S(=O)(=O)N(C)C)CC1	-2%	7%	-3%
Cc1ccc(NC(=O)Nc2ccc3c(c2)N(C)C(=O)c2ccccc2S3)c(C)c1	-2%	.	-13%
O=C(CS(=O)c1ccccc1[N+](=O)[O-])Oc1ccc(Br)cc1 (stereo not drawn)	0%	-4%	-15%
O=CNCCCc1nc2ccccc2n1Cc1ccccc1	-3%	12%	-1%
O=C(CSc1nc(-c2ccccc2)c(-c2ccccc2)[nH]1)N1CCN(S(=O)(=O)c2ccccc2)CC1	-8%	?	-14%
CCc1ccc2[nH]c(=O)c(C(c3nnnn3CC3CCCO3)N3CCN4CCCC4C3)cc2c1 (stereo not drawn)	-4%	-12%	-3%

Gathered by group, those above with bromine (2)
SMILES	KAT2A inh	N370S GC mod	FEN1 inh
CCOC(=O)[C@H]1[C@H]2COc3ccc(Br)cc3[C@@H]2N2C(=O)CN(Cc3ccco3)C(=O)[C@@]12C	2%	.	8%
O=C(CS(=O)c1ccccc1[N+](=O)[O-])Oc1ccc(Br)cc1 (stereo not drawn)	0%	-4%	-15%

Other records:
SMILES	KAT2A inh	N370S GC mod	FEN1 inh
CC(C)c1nnc(NC(=O)CCC(=O)N2CCN(Cc3ccccc3)CC2)s1	-3%	-4%	2%
Cc1ccc(C)c(-n2c(SCC(=O)O)nc3sc4c(c3c2=O)CCCC4)c1	-3%	-3%	6%
Cc1ccc(C(=O)C(OC(=O)CN2C(=O)c3ccccc3C2=O)c2ccccc2)cc1 (stereo not drawn)	-4%	7%	1%
O=C(NCc1ccc2c(c1)OCO2)c1ccc(S(=O)(=O)N2CCCCC2)cc1	-1%	-1%	2%
CCOC(=O)c1c(N)n(-c2ccc(CC)cc2)c2nc3ccccc3nc12	-19%	.	6%
CCC(=O)Nc1c(-c2ccc(OC)cc2)c(=O)c2ccccc2n1C	-11%	0%	3%
COC(=O)/C=C/C(C)=C/C=C/C(C)=C/C=C/C=C(C)/C=C/C=C(C)/C=C/C(=O)O	-5%	-9%	.
Cc1ccc(CCNC(=O)c2cc(Nc3ccc(C)c(C)c3)nc3ccccc23)cc1	-6%	.	11%
Cc1[nH]c2ccccc2c1SCC(=O)N1CCCc2ccccc21	-25%	4%	-15%
N#Cc1cnc(Nc2nc3ccccc3o2)nc1-c1ccccc1	-3%	-1%	0%
CC1CCc2c(sc3nnn(Cc4ccccc4Cl)c(=O)c23)C1 (stereo not drawn)	-5%	.	-15%
COc1ccc(S(=O)(=O)Nc2cc(-c3cn4cccc(C)c4n3)ccc2C)cc1C	-9%	.	-33%
CC(C)CC1OC(=O)C2=CCCCC21 (stereo not drawn)	-10%	-7%	.
COc1cccc(CN(C)C(=O)c2ccc3c(=O)n4c(nc3c2)CCC4)c1	-3%	1%	7%
CCC(C)Nc1nc(N)c([N+](=O)[O-])c(N2CCCCCC2)n1 (stereo not drawn)	1%	-12%	?
Cc1ccccc1NC(=O)c1c(NC(=O)c2ccco2)sc2c1CCC(C(C)(C)C)C2 (stereo not drawn)	-2%	.	-2%
CCCN1CCN(CCCNC(=O)c2ccc3c(c2)NC(=O)c2ccccc2S3)CC1	0%	-2%	15%
COc1ccc(-c2n[nH]c(C)c2-c2cnn(-c3ccccc3)c2)c(O)c1C	-24%	?	-15%
Cc1ccccc1NC(=O)COC(=O)CC1CCCC1	-10%	-12%	4%
COC(=O)C(C(=O)Nc1ncccn1)C1CCCCCC1 (stereo not drawn)	1%	5%	6%
Cc1cccc(N2CCN(C(=O)C3CCN(C(=O)c4cc5sccc5n4C)CC3)CC2C)c1 (stereo not drawn)	-3%	.	7%
O=C(NCCc1c[nH]c2ccccc12)C(=O)NCC1OCCCN1S(=O)(=O)c1ccccc1 (stereo not drawn)	-13%	4%	-10%
CC(C)(C)c1ccc(C(=O)NNC(=O)c2cccc(Br)c2)cc1	-5%	4%	-12%
CCCC1(c2ccccc2)NC(=O)N(CC(=O)Nc2cc(OC)cc(OC)c2)C1=O (stereo not drawn)	-8%	-9%	-4%
Cc1ccc(Cn2nc(C)c(NC(=O)c3nn(C)cc3Cl)c2C)cc1	-2%	11%	-1%

The last 7 compounds of the section above lead into the next:
SMILES	KAT2A inh	N370S GC mod	FEN1 inh
Cc1ccccc1NC(=O)COC(=O)CC1CCCC1	-10%	-12%	4%
COC(=O)C(C(=O)Nc1ncccn1)C1CCCCCC1 (stereo not drawn)	1%	5%	6%
Cc1cccc(N2CCN(C(=O)C3CCN(C(=O)c4cc5sccc5n4C)CC3)CC2C)c1 (stereo not drawn)	-3%	.	7%
O=C(NCCc1c[nH]c2ccccc12)C(=O)NCC1OCCCN1S(=O)(=O)c1ccccc1 (stereo not drawn)	-13%	4%	-10%
CC(C)(C)c1ccc(C(=O)NNC(=O)c2cccc(Br)c2)cc1	-5%	4%	-12%
CCCC1(c2ccccc2)NC(=O)N(CC(=O)Nc2cc(OC)cc(OC)c2)C1=O (stereo not drawn)	-8%	-9%	-4%
Cc1ccc(Cn2nc(C)c(NC(=O)c3nn(C)cc3Cl)c2C)cc1	-2%	11%	-1%
Nc1ccc2oc(=O)c(-c3ccccc3)cc2c1	4%	-4%	3%
CCOc1ccc(S(=O)(=O)Nc2cccc(OC)c2)c2cccnc12	-4%	.	-11%
Cc1ccccc1NC(=O)C1CCN(S(=O)(=O)c2ccccc2)CC1	-1%	.	-4%
CCOC(=O)C1=C(C)Nc2nnnn2C1c1cccc(OC)c1OC (stereo not drawn)	-1%	6%	-9%
CCOC(=O)N1CCN(C(=O)C2CCCN(S(=O)(=O)c3cccnc3)C2)CC1 (stereo not drawn)	-4%	-4%	2%
Cc1ccc(N(C(=O)CNC(=O)c2ccco2)C(C(=O)NC2CCCCC2)c2cccnc2)cc1F (stereo not drawn)	2%	-2%	-12%
COc1ccc(/C=N/NC(=O)c2cccc([N+](=O)[O-])c2)cc1OC(=O)c1ccccc1	3%	6%	-14%
O=C(NC1CCOc2ccccc21)C1CCCC1 (stereo not drawn)	-1%	4%	-5%
COc1ccc(Cl)cc1NC(=O)Cn1ccn(Cc2ccc(C)cc2)c(=O)c1=O	-9%	.	-5%
COc1ccc(C(N)=O)c(OCC(=O)Nc2cc(C)on2)c1	2%	.	21%
CC(=O)Nc1ccc(/C=C(\C#N)C(=O)NCc2ccccc2)cc1	-3%	-3%	-1%
CCOc1ccc(NC(=O)N2CCN(C(=O)c3nsc4ccccc34)CC2)cc1	-4%	.	11%
Cc1cc(C)n(CC(=O)NNC(=O)COc2ccc(F)cc2Br)n1	2%	.	-12%
CN(C)/N=C/c1ccc(Sc2ccccc2[N+](=O)[O-])o1	-12%	8%	-1%
CC(Oc1ccc(Cl)cc1Cl)C(=O)NCCC1=CCCCC1 (stereo not drawn)	-3%	0%	-14%
CC(=O)Oc1c(C)cc(Cl)cc1C(=O)Nc1ccc([N+](=O)[O-])cc1Cl	-11%	-2%	12%
COCCOc1ccc(C(F)(F)F)cc1NC(=O)c1ccc(C)cc1	52%[activator]	9%	0%
Cc1nc(NS(=O)(=O)c2ccccc2)sc1C(C)(C)C	-5%	28%	2%
O=C(COC(=O)c1ccc[nH]c1=O)NC1CC1	1%	.	-2%
O=C(N/N=C/c1ccccn1)c1ccc([N+](=O)[O-])cc1	-10%	10%	-3%
Cc1cc2c(cc1S(=O)(=O)N1CCOCC1)NC(=O)CO2	3%	-2%	15%
NC(=O)COc1ccc(Cc2ncc(C(F)(F)F)cc2Cl)cc1	1%	2%	2%
O=C(CSC1=NS(=O)(=O)c2cc(Cl)ccc2N1)NCc1ccccc1	1%	-7%	-1%
Cc1ccccc1CS(=O)(=O)CCC(=O)O	-1%	2%	2%
O=C(NCCCc1ccccc1)c1ccccc1O	?	-18%	-8%

Two entries from above, with each value named:
mol: Cc1ccc(N(C(=O)CNC(=O)c2ccco2)C(C(=O)NC2CCCCC2)c2cccnc2)cc1F (stereo not drawn)
- KAT2A inh = 2%
- N370S GC mod = -2%
- FEN1 inh = -12%

mol: COc1ccc(/C=N/NC(=O)c2cccc([N+](=O)[O-])c2)cc1OC(=O)c1ccccc1
- KAT2A inh = 3%
- N370S GC mod = 6%
- FEN1 inh = -14%

Next section
SMILES	KAT2A inh	N370S GC mod	FEN1 inh
COc1ccc([N+](=O)[O-])cc1N(CC(=O)NCCCOC(C)C)S(C)(=O)=O	-19%	11%	18%
C/C(Cn1nc([N+](=O)[O-])cc1C)=N\NC(=O)COc1c(Cl)cc(Cl)cc1Cl	15%	15%	-5%
O=C(O)c1ccc(-n2ccnc2)c([N+](=O)[O-])c1	0%	-12%	-4%
Cc1ccc(C2(C)NC(=O)N(CC(=O)Nc3ccc(S(=O)(=O)Nc4nccs4)cc3)C2=O)cc1 (stereo not drawn)	-6%	-8%	-1%
C/C(=N\NC(=O)C1CC1)c1ccc(Cl)c(Cl)c1	2%	2%	-1%
O=c1c(Cl)c(Cl)cnn1Cc1ccc(F)cc1	-8%	11%	-6%
O=C(O)CC12CC3CC(C1)CC(n1ncc(N4CCC5(CC4)OCCO5)c(Cl)c1=O)(C3)C2	2%	-6%	-4%
CC1CCCC(NCC(=O)Nc2ccc(C(N)=O)cc2)C1C (stereo not drawn)	-5%	1%	-5%
CCCCN(CC)Cc1c(C)[nH]c2ccccc2c1=O	2%	-3%	-2%
O=C(c1ccc(N2CCCCS2(=O)=O)cc1)N1CCN(c2ccc(N3CCOCC3)nn2)CC1	-8%	3%	2%
CC(=O)O[C@@H]1C[C@H]2C(C)(C)C(=O)C=C[C@]2(C)[C@H]2CC[C@@]3(C)[C@H](c4ccoc4)OC(=O)[C@H]4O[C@]43[C@@]21C	-7%	-5%	-10%
Cc1cc([N+](=O)[O-])nn1CC(=O)Nc1sc2c(c1C(N)=O)CCCC2	-1%	5%	-4%
S=C(Nc1ccc(Br)cc1Cl)NC1CCN(Cc2ccccc2)CC1	-4%	9%	-4%
CCOC(=O)N1CCc2c(sc(NC(=O)c3ccc(Cl)s3)c2C(N)=O)C1	1%	26%	.
CCN(CC)C(=O)C[n+]1ccc(C(N)=O)cc1	2%	1%	-1%
COc1ccc(CCNS(=O)(=O)c2cc(C(=O)O)c(Cl)cc2Cl)cc1	-6%	-5%	-3%
COc1cccc(-c2ccc(SCC(=O)N3CCc4ccccc43)nn2)c1	-6%	-4%	.
COc1ccc2c(CNCC(C)c3ccccc3)c(C(=O)O)n(Cc3ccc(F)cc3Cl)c2c1 (stereo not drawn)	-11%	.	10%
O=c1[nH]c2ccccc2n1Cc1ccc(Cl)cc1	-6%	12%	7%
COc1cc(OC)cc(C(=O)NNC(=O)c2ccc3c(c2)OCCO3)c1	-5%	.	-1%
CC(C)Sc1ncnc2c1cnn2-c1ccccc1	8%	8%	-6%

A portion of the library (hit frequency here may not be typical).
